aGlu spleen mod: qHTS Assay for Inhibitors and Activators of Human alpha-Glucosidase From Spleen Homogenate; human spleen homogenate, 4-MU-alpha-glucoside fluorescence; Potency, µM (series often up to 79.9 µM), inactives show at the top dose activity change, negative = inhibition, most hits filed as inhibitors; Lysosomal alpha-glucosidase (Homo sapiens), P10253; AID 2112, 2009; hit rate 0.006% among 240,000;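 note: 0% = enzyme with vehicle and -100% = no enzyme basal signal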
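Human spleen homogenate (1 ug) with 4-methylumbelliferyl-alpha-D-glucopyranoside (1 mM final) in 50 mM citrate/phosphate pH 5.0, 0.01% Tween-20; 40 min at 37 C. Stopped at pH 10; 4-MU fluorescence Ex 365/Em 440 nm; AC50 by Hill fit.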
HttQ103 aggreg: qHTS Multiplex Assay to Identify Dual Action Probes in a Cell Model of Huntington: Aggregate Formation (GFP). PC12 HttQ103-GFP aggregates, Acumen cytometry, 40 h. hit rate 1.1% among 220,000. Potency, µM (top dose mostly 46.1 µM), without a hit: at the highest dose activity change, negative = inhibition, most hits filed as inhibitors. AID 1688, 2009; note: % is set by controls: 0 for no effect and ±100 for the full control effect; nearly all actives have a fitted effect of over 60% in size
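Quantitative HTS on tebufenozide-induced (100 nM) PC12 cells stably expressing polyQ103 Huntingtin exon 1–GFP. Reduction of bright GFP aggregates, detected by laser scanning cytometry after lysis, identified actives across the titration.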
HTT ATP protect: qHTS Multiplex Assay to Identify Dual Action Probes in a Cell Model of Huntington: Cytoprotection (ATP); PC12 HTT-Q103 induced, cytoprotection, ATP luminescence, 40 h; Potency, µM (top dose mostly 56.4 µM), inactives show cytoprotection (ATP increase), usual class: activators; hit rate 0.14% among 230,000; AID 1471, 2008;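 note: % of control where 0% means no effect; nearly all actives have a fitted effect of over 45% in size; toxic huntingtin expression switched on by the ecdysone agonist tebufenozide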
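Stable PC12 Q103-GFP cells in serum-supplemented, phenol red-free DMEM; induction by tebufenozide at 100 nM final; compound dose series; cell viability quantified luminescently from ATP.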
IMPase Li inh: qHTS Assay for Identifying the Cell-Membrane Permeable IMPase Inhibitors: Potentiation with Lithium; hit rate 0.35% among 210,000; Potency, µM (top dose mostly 59.4 µM), inactives show at the top dose activity, negative = IMPase inhibition, hits mostly inhibitors; CHO-M1 cells, IP1 TR-FRET (IP-One), carbachol + lithium; AID 1457, 2008;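 note: IP1 builds up when IMPase is blocked and the TR-FRET signal falls; plate controls were basal vehicle for no effect and high inhibitor control for full effect; nearly all actives have a fitted effect of over 50% in size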
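CHO cells stably expressing M1 receptor (2000/well) were cultured 16–30 h, then exposed to compounds with a small lithium addition for 30 min at 37C. IP1 was measured by TR-FRET competition; AC50 from Hill fits.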
GAA inhib: qHTS Assay for Inhibitors of Human alpha-Glucosidase as a Potential Chaperone Treatment of Pompe Disease | purified human GAA, 4-MU-alpha-glucoside fluorescence | Potency, µM (series often up to 76.9 µM), for inactives: at the highest dose activity change, negative = inhibition, most hits filed as inhibitors | hit rate 0.005% among 200,000;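 note: plate controls were uninhibited enzyme wells for no effect and no-enzyme background for full effect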
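Fluorogenic assay: 4 nM human alpha-glucosidase with 400 uM 4-methylumbelliferyl-alpha-D-pyranoside in 50 mM citrate/phosphate, 0.005% Tween-20, pH 5.0, 20 min at room temperature. Compounds tested up to 77 uM; AC50 from Hill fits.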
GAA glycogen mod: qHTS Assay for Inhibitors and Activators of Human alpha-Glucosidase Cleavage of Glycogen; Potency, µM (highest dose often 76.4 µM), without a hit: top-dose activity change, negative = inhibition, most hits filed as inhibitors; recombinant GAA, glycogen substrate, Amplex Red glucose oxidase fluorescence; AID 2100, 2009; Lysosomal alpha-glucosidase (Homo sapiens), P10253; hit rate 0.38% among 300,000;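 note: 0% = full enzyme reaction and -100% = no-enzyme basal signal; the screen sought inhibitors and activators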
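Recombinant human enzyme (4 nM); glycogen substrate; 37 C, 40 min, pH 5.0. Readout: coupled glucose oxidase/Amplex Red fluorescence.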
RGS12 GoLoco inh: qHTS Assay for Inhibitors of RGS12 GoLoco Motif Activity (Red Fluorophore) | Guanine nucleotide-binding protein G(i) subunit alpha-1 (Homo sapiens), P63096 | Gai1:RGS12 GoLoco peptide FP, rhodamine, 10 min | Potency, µM (top dose mostly 61.6 µM), for inactives: at the highest dose activity, negative = inhibition, actives largely listed as inhibitors | hit rate 0.44% among 230,000 | AID 880, 2007; active = well fitted inhibition curve with a large enough effect, not every such curve was filed as active; inactive = no such curve, though single readings can be large or run the other way; note: % is set by controls: 0 for no effect and ±100 for the full control effect; nearly all actives have a fitted effect of over 30% in size; many of its hits are not listed in these tables
Target sequence (P63096 whole entry, looked up): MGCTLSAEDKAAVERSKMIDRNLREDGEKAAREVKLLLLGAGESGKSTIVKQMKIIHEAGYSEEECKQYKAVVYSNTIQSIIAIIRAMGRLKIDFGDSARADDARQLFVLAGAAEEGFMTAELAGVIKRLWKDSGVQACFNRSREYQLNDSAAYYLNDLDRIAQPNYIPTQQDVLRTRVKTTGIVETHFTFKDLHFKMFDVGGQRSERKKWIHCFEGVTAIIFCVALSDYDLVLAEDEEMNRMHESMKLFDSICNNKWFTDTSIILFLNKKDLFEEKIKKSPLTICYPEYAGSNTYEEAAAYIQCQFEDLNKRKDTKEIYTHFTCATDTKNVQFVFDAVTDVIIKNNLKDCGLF
An asterisk follows results filed as active; ? = inconclusive; . = not tested or not shown; & = joins results of further samples; [ ] = dose if it differs, or a comment. Unless noted, calls come from the whole dose curve; as a rule, active = well fitted curve in the direction sought with a large enough effect; inconclusive = small, poorly fitted or top-dose-only effect, or another doubt; inactive = no such curve, though single readings can be large; an effect the other way counts as inactive or inconclusive. Potency is the fitted concentration of half-maximal effect. Only part of the results is shown; count on the stated rates, not on these rows.

item | Molecule | HTT ATP protect | IMPase Li inh | GAA glycogen mod | aGlu spleen mod | HttQ103 aggreg | RGS12 GoLoco inh | GAA inhib
1 | CCOC(=O)CC(=O)CSc1nc2c(cc1C#N)CCCCC2 | -37% | -12%[38.3 µM] | -5% | -4% | -5% | 11% | 0%
2 | S=c1[nH]ccn1-c1cccc(Cl)c1 | 34%[10 µM] | -3% | 7% | 0% | -23% | -2% | -12%
3 | O=C(COc1ccc(S(=O)(=O)N2CCOCC2)cc1)N1CCc2ccccc2C1 | -23%[10 µM] | . | -2% | -9% | 22%[9.22 µM] | 2% | .
4 | Cc1ccc(C(=O)NC2CCCCCC2)o1 | -1% | 17%[38.3 µM] | 9% | 0% | -9% | -9% | -1%
5 | O=C(NCc1cccs1)c1cc(-c2ccccn2)nc2ccc(Br)cc12 | -30%[10 µM] | 6.3µM* | 10% | 4% | 23% | 42%[activator] | ?
6 | Cc1cc(C(C)(C)C)cc(S(=O)(=O)Nc2ccc(C(=O)O)cc2)c1C | 36%[10 µM] | 9% | -13% | -4% | 14%[9.22 µM] | 20% | 12%
7 | Cc1ccc([N+](=O)[O-])cc1NC(=S)NC(=O)c1ccco1 | 5%[10 µM] | 1% | 8% | -6% | 0% | 7% | 3%
8 | Cc1nc(-c2ccc(Cl)cc2)sc1C(=O)CBr | -33% | 3% | -14% | . | -3% | 4% | -2%
9 | O=C(CSc1nc2ccncc2[nH]1)Nc1ccccc1C(F)(F)F | -17% | -2%[38.3 µM] | 5% | -5% | -28% | 8% | -9%
10 | O=C(CCC1CCCC1)N1CCC(N2CCN(c3ccccc3)CC2)CC1 | -3% | 14%[38.3 µM] | 4% | -10% | -10% | 1% | 3%
11 | Cc1c(C(=O)Nc2ccc(OCc3ccccc3)cc2)cccc1[N+](=O)[O-] | -27% | -1%[38.3 µM] | 8% | 2% | 8% | 12% | -1%
12 | Clc1ccc(-c2nnc(C3CC3)o2)cc1 | 25%[10 µM] | . | 5% | 8% | -7%[9.22 µM] | -7% | .
13 | CC(C)(C)c1ccc(C(O)CCCN2CCC(C(O)(c3ccccc3)c3ccccc3)CC2)cc1 (configuration not stated) | -99%&-99%[inhibitor] | 17%&19%&-1% | 4% | -21%&2%&-4% | 22µM* | 12%&12%&7% | ?
14 | ClCCN1C2=NCCCN2c2ccccc21 | 16%[10 µM] | 8% | -7% | 2% | 3%[9.22 µM] | 9% | .
15 | COc1ccc(C2NC(=O)C(C#N)=C(S)N2c2ccc(C)cc2)cc1OC (configuration not stated) | 8%[10 µM] | 11% | ? | 5% | -10%[9.22 µM] | -6% | -1%
16 | CC(=O)OC/C=C(\C)CC/C=C(\C)CC/C=C(\C)CC/C=C(\C)CC/C=C(\C)CC/C=C(\C)CC/C=C(\C)CC/C=C(\C)CCC=C(C)C | . | -9% | . | 5% | . | -2% | .
17 | Cc1cc(C)cc(N(C(=O)C(F)(F)F)C(C(=O)NC2CCCCC2)c2cccs2)c1 (configuration not stated) | -7% | 0%[38.3 µM] | 6% | -2% | -14% | 8% | 0%
18 | CC[C@H](C)[C@H](NS(=O)(=O)c1ccc(C)cc1)C(=O)N1CCC(C(=O)N[C@@H](C)C(=O)O)CC1 | -13%[0.074 µM] | -4%[38.3 µM] | 1% | -4% | -5% | 4% | -6%
19 | CCCCOC(=O)C(C)Oc1ccc(=O)n(-c2ccccc2)n1 (configuration not stated) | -6% | 0%[38.3 µM] | 8% | 3% | -5% | -6% | -6%
20 | CN(C)/C=C(/C(=O)c1ccc(Cl)c(Cl)c1)c1nnnn1-c1ccccc1 | 24%[10 µM] | . | -4% | 0% | -5%[9.22 µM] | -1% | .
21 | Cc1cc(C)c(S(=O)(=O)Nc2ccc(N3CCOCC3)cc2)c(C)c1 | 14%[10 µM] | . | -6% | -4% | 17%[9.22 µM] | -14% | .
22 | CCCCNC(=O)c1cc2n(n1)C(C(F)(F)F)CC(c1ccccc1)N2 (configuration not stated) | -14% | 15%[38.3 µM] | 0% | -8% | -17% | 1% | -8%
23 | Cc1ccc(C)c(N=Cc2ccc(-c3ccc([N+](=O)[O-])cc3)o2)c1 | . | -1% | 14% | -1% | 10% | 12% | -10%
24 | c1ccc(N2CCN(c3ccccc3)C2c2ccncc2)cc1 | 3% | 37%[activator][38.3 µM] | 0% | -8% | 3% | 13% | -1%
25 | Cc1ccc(S(=O)(=O)NCCc2nnc3ccc(SCC(=O)Nc4nc(C)cs4)nn23)cc1 | -46%[inhibitor][10 µM] | 4% | 11% | -2% | -8% | 4% | -11%
26 | CCCCN(CCCC)C(=O)CCS(=O)(=O)c1ccc2c(c1)n(C)c(=O)c(=O)n2C | 16% | 0%[38.3 µM] | -1% | 4% | -8% | -5% | 1%
27 | CCC1=C(OC(=O)N(CC)CC)N2C(=O)OC(=NCC3CC3)[C@]2(C)[C@H]2C1=CC[C@H]1C(=O)NC(=O)[C@H]12 | -24% | -10% | -8% | 2%&3% | -4%[9.22 µM] | -3%&5% | .
28 | Clc1ccc2c(c1)nc1n2CCCC1 | -11%[10 µM] | . | 2% | 7% | -2%[9.22 µM] | -7% | .
29 | Cc1nc(SC(C(N)=O)c2ccccc2)c(C#N)c(C)c1C (configuration not stated) | -1%[10 µM] | . | -9% | 1% | -6%[9.22 µM] | -4% | .
30 | O=C(Nc1nc2ccc(S(=O)(=O)N3CCCC3)cc2s1)c1ccccn1 | -23% | -4% | 10% | 2% | ? | 9% | -3%
31 | COc1cc(C(=S)N2CCCC2)ccc1O | -4%[0.074 µM] | -16%[38.3 µM] | -19% | -2% | -4% | -6% | -4%
32 | O=C(O)c1ccc(NC(CSCc2ccc(F)cc2)C(=O)O)c([N+](=O)[O-])c1 (configuration not stated) | 9% | 23%[38.3 µM] | 4% | -1% | 2% | -3% | -7%
33 | Cc1ccc(NC(=S)N(CCN2CCCCC2)Cc2ccco2)cc1C | -26% | 14% | 2% | -6% | -20% | 9% | -1%
34 | COc1ccccc1CNc1ncnc2ccc(-c3ccccc3C#N)cc12 | -61%[inhibitor] | 24% | . | 9% | . | -3% | .
35 | CCCCC(=O)Nc1cccc(NC(=O)c2cccc([N+](=O)[O-])c2)c1 | -16% | 2% | 0% | 9% | 18%[9.22 µM] | 2% | 4%
36 | CCCCN(Cc1ccccc1)C(=O)C1CCN(Cc2sccc2C)CC1 | . | 10% | -7% | 3% | -8% | -14% | -14%
37 | CN(C)S(=O)(=O)N(CC(=O)N(Cc1ccccc1)Cc1ccccc1)c1ccccc1 | -59%[inhibitor] | 34%[activator][38.3 µM] | -1% | -8% | -7% | 2% | ?
38 | CCc1nc2ccccc2c(C(=O)O)c1C | -6% | -1%[38.3 µM] | 6% | -1% | 12% | -10% | -2%
39 | CCOC(=O)c1cc(S(=O)(=O)NC2CCN(C(=O)OCC)CC2)cn1C | -34% | -9%[38.3 µM] | 2% | -5% | -5% | -6% | 1%
40 | O=C(CSc1cccc[n+]1[O-])c1cccs1 | 4%[10 µM] | 0% | 4% | 2% | 3% | 1% | 1%
41 | COc1ccc(Br)cc1C1NC(=O)c2c(sc3c2CCN(C)C3)N1 (configuration not stated) | 1% | -3%[38.3 µM] | ? | -6% | 12%[9.22 µM] | 1% | -2%
42 | CC(=O)c1ccc(C(=O)Nc2nnc(-c3ccc(Cl)cc3)o2)cc1 | 0%[10 µM] | . | -6% | -11% | -16%[9.22 µM] | -3% | .
43 | COc1cccc(Nc2ncc3nc(C)c(=O)n(C[C@H]4CCCO4)c3n2)c1 | -202%[inhibitor] | 10% | . | -6% | . | 22% | .
44 | CC1(C)Oc2ccc(C(=O)N3CCOCC3)cc2N(CC(=O)Nc2ccccc2)C1=O | 5% | 3%[38.3 µM] | -2% | -9% | 2% | -6% | ?
45 | O=C(O/N=C/c1cccc([N+](=O)[O-])c1)C1CC1 | 2%[10 µM] | -5% | 6% | -11% | -2% | -11% | -15%
46 | Cc1ccc(CNC(=O)COC(=O)CSc2cc(C)c(Br)cc2C)cc1 | ? | -3% | 16% | 0% | 2% | 7% | 3%
47 | C=CCn1c(SCc2csc(-c3ccc(C)cc3)n2)nnc1-c1ccccc1OC | 16%[10 µM] | . | -14% | -14% | ? | . | -1%
48 | CC(C)CNc1nc(Oc2ccc(=O)[nH]n2)nc(N(C)C)n1 | 10% | 12%[38.3 µM] | 4% | 0% | -10% | 4% | -2%
49 | CCCn1c(C)cc(C(=O)COC(=O)c2c(C)nn(-c3ccccc3)c2C)c1C | -7%[10 µM] | 20%[38.3 µM] | -14% | -1% | -31% | 12% | 0%
50 | O=C(Cc1ccc(Br)cc1)N1CCN(c2ccccc2)CC1 | 3% | 28%[38.3 µM] | -1% | 3% | -4% | 0% | 0%
51 | O=c1c2cn[nH]c2[nH]c(=S)n1-c1ccccc1F | -33% | -17%[38.3 µM] | 10% | -6% | -2% | 12% | -11%
52 | S=C1NC2=C(CCCC2=C2SCCCS2)C(c2ccccc2)N1 (configuration not stated) | -8% | -2% | -2% | -14% | 8% | -9% | 4%
53 | C=C(C(C)=O)C(O)c1cccc(Br)c1 (configuration not stated) | 18% | -1% | . | 0% | . | 6% | .
54 | O=C(O)c1cccc(Oc2ccc([N+](=O)[O-])cc2)c1 | -8%[10 µM] | -8% | 4% | 5% | -18% | 0% | -3%
55 | Cn1c(COc2ccccc2)nnc1SCC(=O)Nc1ccc(N2CCOCC2)c(Cl)c1 | 1% | 20%[38.3 µM] | 2% | -15% | 3% | 6% | -9%
56 | CCCC1=[N+](CC(=O)c2ccc(Br)cc2)CCn2cccc21 | -8%[10 µM] | . | -11% | 3% | -23%[9.22 µM] | 6% | .
57 | Cc1ccc(-c2nn(-c3cc(Cl)ccc3[N+](=O)[O-])c(=O)c3ccccc23)cc1C | 3% | -3%[38.3 µM] | 3% | -8% | -7% | -1% | -8%
58 | COC(=O)C1=C(C)N=C2SC(C)C(=O)N2C1/C=C/c1ccccc1 (configuration not stated) | 5% | -8%[38.3 µM] | -4% | -3% | 25% | 1% | 13%
59 | COc1cc(-c2ncc3ccccn23)cc(OC)c1OC | -28% | 27%[38.3 µM] | -1% | -8% | -3% | -14% | 2%
60 | COc1cccc(C(=O)Nc2cccc(C(=O)NC3=NN(c4c(Cl)cc(Cl)cc4Cl)C(=O)C3)c2)c1 | 4%[10 µM] | 6% | -24% | 0% | ? | 15% | 1%
